# RMI-FANCM inh: RMI-FANCM interaction inhibition; AID 1159607; FP signal (polarization) at 33 µM; 0.58% of 70,000 active; Fluorescence polarization, RMI core complex with F-MM2 peptide; stronger effect = lower value; in the data active means FP signal below about 40; further: inactives centre near 61; strong numbers were not always called active; unit not given here
# Numbers without * were called inactive; & = joins results of further samples. This is a subset, so the mix of outcomes need not match the whole.
molecule,RMI-FANCM inh
CS(=O)(=O)N1CCCCC1C(=O)Nc1nc2c(Cl)c(Cl)ccc2s1 (stereo unspecified),66
COc1ccc2sc(NCc3ccccn3)nc2c1,64
COc1ccc(Oc2cccc(Cl)c2CNC(=O)Nc2ccc(Cl)cc2)cc1,58
C=Cc1c(S(C)(=O)=O)sc(C(=O)Oc2ccccc2)c1C,59
S=C(NNC(=S)NC1CC2C=CC1C2)Nc1ccccc1Cl (stereo unspecified),57&56
Cc1ccc(F)c(N/C=C(\C#N)c2nc(-c3ccc(Cl)c(Cl)c3)cs2)c1,62
O=C(Nc1cc(C(F)(F)F)ccc1Cl)C1COc2ccccc2O1 (stereo unspecified),62
O=C(CN1CCC(C(=O)NCc2ccncc2)CC1)Nc1ccc(F)cc1,55
COc1ccc(S(=O)(=O)N2CCCCC2CC(=O)NCc2ccco2)cc1 (stereo unspecified),55
CN(C)CCC(c1ccc(Br)cc1)c1ccccn1 (stereo unspecified),53&61&62
O=[N+]([O-])c1ccc(S(=O)(=O)N2CCn3cccc3C2c2ccc(Cl)cc2)cc1 (stereo unspecified),53
Cc1cc(NC(=O)Cc2cccs2)n(-c2nc(-c3cccs3)cs2)n1,114
O=C(CN1CCCc2ccccc21)N/N=C\c1ccco1,59
CCCN1C(=O)/C(=C/c2ccc(CC)s2)NC1=S,88
NC(=O)c1ccccc1NC(=O)c1ccc(=O)n(Cc2cccc(F)c2)c1,60
CCCCCC(=O)n1c2ccc(F)cc2c2nc3ccccc3nc21,63
O=C(CSc1nc(-c2ccccc2Cl)ns1)Nc1ccc(F)cc1F,71
CC(=O)CSc1nc(SCC(C)=O)c2cnc(N3CCCC3)nc2n1,57
COc1ccc(-c2[nH]ncc2-c2nc(-c3ccc(C)c(C)c3)no2)cc1OC,77
CCOC(=O)c1ccc2nc(NC(=O)C3CCCCN3S(C)(=O)=O)sc2c1 (stereo unspecified),67

# Additional entries follow.
molecule,RMI-FANCM inh
COc1ccc(S(=O)(=O)NC(N)=NCCc2c[nH]c3ccccc23)cc1F,57
COc1ccc(/C=C/C(=O)Nc2nnc(-c3ccco3)o2)cc1OC,72
c1csc(CSc2nnc3sc4ccccc4n23)c1,62
Cc1cc(F)ccc1NC(=O)Cn1c(=O)nc(-c2ccccc2F)c2cc(Cl)ccc21,65
O=C(CSCc1ccccc1)Nc1cc(=O)[nH]c(=O)[nH]1,58
O=C(NCC1CC1)c1cc(Br)cc(Br)c1O,57
Cc1oc(-c2ccc(Cl)cc2)nc1CSc1nc2ccccc2c(=O)n1C(C)C,61
COc1cccc(OC)c1C(=O)Nc1ccc(-c2cn3c(C)csc3n2)cc1,74
COc1ccc(-c2nc(CNS(=O)(=O)c3ccc(Cl)s3)cs2)cc1,92
c1ccc(C2=Nc3ccccc3N=C(c3ccccc3)C2)cc1,53
O=C(CSc1nccn1Cc1ccco1)NCc1ccc2c(c1)OCO2,59
CSc1ncc(Cl)c(C(=O)Nc2cc(F)ccc2F)n1,65
O=c1s[nH]c2ccccc12,61
CC(=O)c1c(C)[nH]c(=S)c(C#N)c1-c1cccs1,56
COc1ccc(-n2nnc3c(SCc4ccccc4)ncnc32)cc1,60
CCOc1ccc(S(=O)(=O)NCC2CCN(C3CCCC3)CC2)cc1F,77
C=CCc1c(C)nc(SCC(=O)c2cccs2)[nH]c1=O,60
Cc1ccc(-n2c(C)cc(C(=O)CSc3nnc4cc(C)c5ccccc5n34)c2C)cc1C,76
CNC(=O)CSc1nc(-c2ccccc2)cc(=O)[nH]1,65
CN1N=C(SCc2ccc(Cl)cc2Cl)Sc2c1cnn(C)c2=O,52

# Fetched by compound from above:
molecule,RMI-FANCM inh
C=CCc1c(C)nc(SCC(=O)c2cccs2)[nH]c1=O,60
Cc1cc(F)ccc1NC(=O)Cn1c(=O)nc(-c2ccccc2F)c2cc(Cl)ccc21,65
c1csc(CSc2nnc3sc4ccccc4n23)c1,62
CSc1ncc(Cl)c(C(=O)Nc2cc(F)ccc2F)n1,65
O=c1s[nH]c2ccccc12,61
c1ccc(C2=Nc3ccccc3N=C(c3ccccc3)C2)cc1,53

# The list continues.
molecule,RMI-FANCM inh
CN(C1CC2C=CC1C2)S(=O)(=O)c1cc(C(F)(F)F)cc(C(F)(F)F)c1 (stereo unspecified),56
CCCS(=O)(=O)c1ccc(N2CCC(Cc3ccccc3)CC2)nn1,65
CCOC(=O)N=c1oc2ccccc2o1,57
COc1ccc(/C(C#N)=C/c2ccc(-c3nc4ccccc4s3)o2)cc1OC,42
O=[N+]([O-])c1ccc(C2NCCS2)cc1 (stereo unspecified),56
c1ccc(-c2nc(N(c3ccccc3)c3ccccc3)s[n+]2-c2ccccc2)cc1,69
Cc1sc(NC(=O)CCC(=O)O)c(C#N)c1C,60
CC(=O)c1cccc(NC(=O)CCn2nc(C)nc2C)c1,64
CC(=O)c1cccc(NC(=O)NC2CC(=O)N(c3ccccc3)C2)c1 (stereo unspecified),58
Cc1sc(N)c(C(=O)c2ccc(Cl)cc2)c1C,62
O=C(Cc1cccs1)Nc1ccc2c(c1)CN(C(=O)c1ccccc1)CC2,70
CCOC(=O)c1c(N=Cc2ccccc2O)sc2c1CCC2,56
CCOC(=O)N1CCc2c(sc(NC(=O)c3ccco3)c2C#N)C1,66
Cc1ccc(S(=O)(=O)c2nc(N3CCCC(C)C3)sc2Cl)cc1 (stereo unspecified),71
COC(=O)c1cccc([N+](=O)[O-])c1-c1c(C(=O)OC)cccc1[N+](=O)[O-],53
O=C(NCCN1CCOCC1)C(=O)NCc1ccsc1,66
Nc1ccc(-c2nc3ccccc3s2)cc1,85
O=C(Nc1cccc(-c2nc3ccccc3s2)c1)C1CC1,69
CCOC(=O)NC1(Nc2ccccc2Cl)Oc2ccccc2O1,60
CC1(C)C2CCC1(CS(=O)(=O)NCc1ccc(C(F)(F)F)cc1)C(=O)C2 (stereo unspecified),55

# At a glance, part of the list above:
molecule,RMI-FANCM inh
CN(C1CC2C=CC1C2)S(=O)(=O)c1cc(C(F)(F)F)cc(C(F)(F)F)c1 (stereo unspecified),56
CCCS(=O)(=O)c1ccc(N2CCC(Cc3ccccc3)CC2)nn1,65
CCOC(=O)N=c1oc2ccccc2o1,57
COc1ccc(/C(C#N)=C/c2ccc(-c3nc4ccccc4s3)o2)cc1OC,42
O=[N+]([O-])c1ccc(C2NCCS2)cc1 (stereo unspecified),56
c1ccc(-c2nc(N(c3ccccc3)c3ccccc3)s[n+]2-c2ccccc2)cc1,69
Cc1sc(NC(=O)CCC(=O)O)c(C#N)c1C,60

# Other compounds follow:
molecule,RMI-FANCM inh
CC1=NN(Cc2ccc(Cl)c(Cl)c2)c2nc3c(c(=O)n(C)c(=O)n3C)n2C1C (stereo unspecified),55
Cc1ccc(NC(=O)C(=O)NCC2CCCO2)c([N+](=O)[O-])c1 (stereo unspecified),52
Cn1cc(NC(=O)Nc2ccccc2C(N)=O)c2ccccc21,52
CCCSc1nnc(NC(=O)c2ccccc2C(F)(F)F)s1,62
CN(C)c1ccc(C(=O)Cc2ccccc2)cc1,59
O=C1NC(=S)N(S(=O)(=O)c2c(Cl)cccc2Cl)C1Cc1ccccc1 (stereo unspecified),77
COc1cccc(NC(=O)CSc2nc3c(-c4ccccc4)c[nH]c3c(=O)n2C)c1,118
Cc1oc(S(=O)(=O)N2CCCCC2)cc1C(=O)O,65
COC(=O)c1ccc(Nc2ncnc(N)c2[N+](=O)[O-])cc1,62
Cc1nnc2ccc(N3CCN(C(=O)NC4CCCCC4)CC3)nn12,67
COc1cn(CC(=O)Nc2cc(C)ccc2C)c(CN2CCC(C)CC2)cc1=O,56
S=C(NCCc1ccccc1)c1ccccc1,54
Nn1c(SCC(=O)Nc2cc(C(F)(F)F)ccc2Cl)nnc1-c1ccco1,55
C=CCN1C(=O)C(C)(C)COc2ccc(NC(=O)C3CC3)cc21,69
CCOc1ccc(S(=O)(=O)NCc2ccccc2)cc1C(C)C,59
O=C(NCCCN1CCN(c2ccccc2)CC1)c1ccc(F)cc1F,70
COc1ccc(/C=N\NC(=O)CCC2C(=O)NN=C2C)cc1O (stereo unspecified),55
COc1ccc(CCNC(=O)Cc2ccccc2F)cc1OC,55
Cc1nnc(SCC(=O)NCc2ccc3c(c2)OCO3)n(N)c1=O,61
Cc1cc(C)n(CCN(C(=O)C2=COCCO2)c2nc3ccccc3s2)n1,61

# Other entries.
molecule,RMI-FANCM inh
COC(=O)c1sc2cccc(F)c2c1S(=O)(=O)Nc1ccccc1OC,65
O=C1COc2ccc(Cl)cc2N1Cc1nc(-c2ccc(OC(F)(F)F)cc2)no1,97
CC(=O)N(Cc1cccnc1)c1nc2cc3c(cc2s1)OCCO3,67
O=C(COc1ccc(F)cc1F)N1CCN(c2ccc3nnc(-c4ccco4)n3n2)CC1,69
CC(C)(N=Nc1ccccc1)NC(=S)NN,62
CC(=O)N1CCN(c2nc3c(Cl)cccc3s2)CC1,54
CC1=NN(C(N)=O)C2(O)CC3C(C12)C3(C)C (stereo unspecified),56
Cc1nc2scc(-c3cccc(NC(=O)Cc4ccc(F)cc4)c3)n2c(=O)c1C,66
FC(F)(F)c1ccc(SCCCN2CCN(c3cccc(Cl)c3)CC2)nc1,52
CC(=O)O/N=C(/N)Cc1csc2ccc(Cl)cc12,55
CC12CCCC(C(=O)O)(CCC1)C2,55
Cc1ccc(NC(=O)c2ccc(=O)n(C)n2)cc1F,63
O=S(=O)(c1cccc(NC(=S)N2CCN(c3ccc(F)cc3)CC2)c1)C(F)F,58
Cc1cccc(Nc2ccc(-c3ccccc3)nn2)c1,54
O=C(Cc1cccs1)N1CCN(c2ccc(-c3ccccc3)nn2)CC1,61
CCN1CCN(c2cc3c(cc2F)c(=O)c(C(=O)O)cn3C2CC2)CC1,64
CCCCCNC(=O)C(=O)Nc1ccccc1OC,66
CC(C)c1ccc(NC(=O)CSC2=NNC(c3ccccn3)S2)cc1 (stereo unspecified),124
O=C(CSc1cn(Cc2ccc(Br)cc2)c2ccccc12)Nc1ccc2c(c1)OCO2,59
NCCC1CCCC(CCN)N1 (stereo unspecified),63

# Going on with the list:
molecule,RMI-FANCM inh
CC(C)c1ccc(/C=C(\C#N)C(=O)Nc2cccc(Br)c2)cc1,66
OC(CN1CCNCC1)Cn1c2ccccc2c2ccccc21 (stereo unspecified),73
CCSc1cccc(C(=O)Nc2nnc(-c3cccnc3)o2)c1,53
COc1ccc(-c2ccc(=O)n(CCCNS(=O)(=O)/C=C/c3ccccc3)n2)cc1,68
O=C1CN(C(=O)c2cccc(C(F)(F)F)c2)c2ccccc2N1,57
CN1C(=O)C2C(C1=O)N1C(c3ccco3)C3C(=O)N(C)C(=O)C3N1C2c1ccco1 (stereo unspecified),64
C#CC1(OCC(O)CN2CCC(Cc3ccccc3)CC2)CCCCC1 (stereo unspecified),76
O=C(NCCOc1ccc(F)cc1)c1cc(Cl)ccc1[N+](=O)[O-],60
O=C1C(=Nc2ccccc2)c2ccccc2N1Cc1ccccc1,58
CCCn1cc(S(=O)(=O)CC(=O)Nc2ccc(OCC)cc2)c2ccccc21,61
COc1ccccc1N1CCN(c2nc3ccccn3c(=O)c2/C=C2\SC(=S)N(C)C2=O)CC1,70
Cc1nc(N2CCN(c3ccccc3F)CC2)c2c3c(sc2n1)CCC3,76
COC(=O)c1ccc(C2C(S(=O)(=O)c3ccc(C)cc3)=C(O)C(=O)N2c2ccc(OC)cc2)cc1 (stereo unspecified),59
CCc1ccc2ncc(C#N)c(N3CCc4ccccc4C3)c2c1,74
O=C1CN(C(=O)c2sc3ccccc3c2Cl)c2ccccc2N1,57
CSc1ccc(CC(=O)Nc2nc(-c3ccc(Cl)cc3)cs2)cc1,64
Cn1c(SCC(=O)Nc2ccc(C(F)(F)F)cc2)nnc1-c1ccc2nonc2c1,61
CS(=O)(=O)N1CCCCC1C(=O)N1CCN(c2ccccc2)CC1 (stereo unspecified),65
Cc1cc(NC(=O)C(=O)NCC2CCN(Cc3ccco3)CC2)no1,68
COC(=O)C1=C(NC(=O)c2ccc(C(=O)c3ccccc3)cc2)CCS1,56

# The results go on:
molecule,RMI-FANCM inh
Cc1c(S(=O)(=O)c2ccc(Cl)cc2)csc1C(=O)NCc1csc2ccc(Cl)cc12,61
COc1ccc(Cl)cc1S(=O)(=O)NCCc1ccc(N(C)C)cc1,69
CCCN1C(=O)C(C)(C)COc2ccc(NC(=O)C(C)(C)C)cc21,70
Nc1nc(N)c2nc(CNc3ccc(C(=O)NC(CCC(=O)O)C(=O)O)cc3)cnc2n1 (stereo unspecified),53&53
COC(=O)c1ccc(NC(=O)Cc2c(C)nc(SCc3cccc(OC)c3)[nH]c2=O)cc1,63
COC(=O)CC(=O)C(C(=O)OC)C(c1ccc(C)cc1)C(C(=O)CC(=O)OC)C(=O)OC (stereo unspecified),64
O=C(O)CSc1cccc(C(F)(F)F)c1,58
NCC1CCN(Cc2ccccc2)CC1,72
CN(C)/C=C(\C#N)c1nc(-c2ccc(Cl)cc2)cs1,68
COc1ccc(CCNC(=O)Cc2cc(-c3ccc(Cl)cc3)on2)cc1,88
CCOC(=O)c1sc(NC(=O)C2CCN(S(=O)(=O)c3ccc(Cl)s3)CC2)nc1C,54
CC(C)(C)C1CCc2c(sc3nc(CCC(=O)Nc4ccc(F)cc4)[nH]c(=O)c23)C1 (stereo unspecified),65
COc1ccc(NC(=O)NCCCn2nc(-c3ccc(Cl)cc3)ccc2=O)c(OC)c1,65
Cc1cc(C)cc(OCCNC(=O)COc2ccc(Cl)cc2)c1,59
CN(C)/C=C(\C#N)C(=O)NOCc1c(F)cccc1Cl,59

# Compound activity: PubChem BioAssay, Small Molecule Screening Facility, UW Madison
